Giardia killer – Giardia lamblia killing; Giardia lamblia trophozoite viability; activity change, % at 7.66 µM, hits read low; 340,000 tested, 0.15% active; in the data active = activity change below about -80%; inconclusive = between about -30% and that limit;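 note: parasites exposed to compound for two days anaerobically before the ATP read; % is set by controls: 0 for no effect and ±100 for the full control effect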
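Killing of trophozoites was scored by loss of ATP luminescence after a 48 hrs anaerobic exposure to compounds at 37 deg C, using 100 cells per well.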
FBPA coupling cs – coupling enzyme interference in Giardia aldolase counter-screen | 290,000 tested, 0.67% active | activity change, negative = inhibition, % at 58.2 µM, hits read low | coupling enzyme system counterscreen, AmpLite Red fluorescence; in the data active = activity change below about -30%; note: % is set by controls: 0 for no effect and ±100 for the full control effect
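Coupling enzymes only (glyceraldehyde-3-phosphate) + compound, at 57.5 uM final, 10 min RT; add substrate/coupling/AmpLite Red mix, 20 min RT; fluorescence ex 525/em 598 nm. Actives flag coupling-system interference.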
Tb PFK inh – T. brucei PFK enzyme inhibition. T. brucei PFK, ADP-Glo luminescence. Potency, µM (titrated, usually from 57.5 µM), without a hit: at the highest dose activity, negative = inhibition, most hits filed as inhibitors. O15648. AID 485367. 330,000 tested, 0.17% active;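 note: potency is the fitted concentration of half-maximal effect; 0% = uninhibited 1x PFK enzyme wells and -100% = no-enzyme wells; nearly all actives have a fitted effect of over 60% in size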
Target sequence (O15648 whole entry, looked up): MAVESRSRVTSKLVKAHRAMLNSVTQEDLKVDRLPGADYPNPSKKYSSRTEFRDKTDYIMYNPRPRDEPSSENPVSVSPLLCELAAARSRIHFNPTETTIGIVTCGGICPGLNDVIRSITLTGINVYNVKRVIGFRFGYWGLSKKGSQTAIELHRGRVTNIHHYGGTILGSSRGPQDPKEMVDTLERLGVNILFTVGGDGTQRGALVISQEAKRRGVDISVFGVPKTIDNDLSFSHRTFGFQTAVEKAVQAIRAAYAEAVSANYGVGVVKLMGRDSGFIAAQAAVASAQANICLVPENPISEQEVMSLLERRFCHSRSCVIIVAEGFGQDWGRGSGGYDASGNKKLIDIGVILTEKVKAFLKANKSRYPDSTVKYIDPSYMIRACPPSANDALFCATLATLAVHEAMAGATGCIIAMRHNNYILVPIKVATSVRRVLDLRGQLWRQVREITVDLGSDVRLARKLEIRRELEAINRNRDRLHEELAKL
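Activity is normalized to no-enzyme wells (full inhibition) and 1.25 nM enzyme wells (no inhibition). Reaction: 0.5 mM F6P, 0.1 mM ATP, 45 min RT, ADP-Glo luminescence; concentration-response curves fitted and classed by quality.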
RORg inh – inhibitors of mouse ROR gamma transcriptional activity; P51450; Drosophila S2 Gal4-RORgamma UAS-luciferase reporter, 20 h; Potency, µM (highest dose often 53.6 µM), for the others: at the top dose activity change, negative = inhibition, hits mostly inhibitors; 310,000 tested, 5.4% active; AID 2551; note: potency is the fitted concentration of half-maximal effect; % is set by controls: 0 for no effect and ±100 for the full control effect; nearly all actives have a fitted effect of over 60% in size
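Luminescence from a UAS-regulated Photinus luciferase reporter in stably transfected Drosophila Schneider cells is measured; decreased signal marks ROR gamma inhibition. Fusion expression is induced by 700 uM copper sulfate for 20 hr.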
VP16 counter – Gal4-VP16 reporter inhibition counter-screen; Drosophila S2 Gal4-VP16 UAS-luciferase, luminescence, 20 h; Potency, µM (highest dose often 53.6 µM), without a hit: at the top dose activity, negative = inhibition, usual class: inhibitors; 310,000 tested, 3.5% active; AID 2546;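 note: Gal4-VP16 expression switched on by copper sulfate through the metallothionein promoter; potency is the fitted concentration of half-maximal effect; % is set by controls: 0 for no effect and ±100 for the full control effect; nearly all actives have a fitted effect of over 50% in size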
NPC1 prom act – NPC1 promoter activation. Huh7 NPC1 promoter luciferase reporter, 24 h. Potency, µM (top dose mostly 9.22 µM), for inactives: top-dose activation, usual class: activators. 320,000 tested, 2.4% active;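 note: potency is the fitted concentration of half-maximal effect; % of control where 0% means no effect; nearly all actives have a fitted effect of over 60% in size; reporter is driven by a mutant NPC1 promoter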
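Cells: Huh7 expressing luciferase under the NPC1 promoter, 1500/well. Seeded 2 h, compound added, incubated 24 h at 37 °C. Luciferase reagent, 10 min ambient, then luminescence.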
uPA surface inh – blocks generation of uPA at the cell surface; cell surface uPA generation assay, qHTS; Potency, µM (highest dose often 38.3 µM), inactives show at the highest dose activity change, negative = inhibition, hits mostly inhibitors; 330,000 tested, 0.31% active; active = well fitted inhibition curve with a large enough effect; inconclusive = small, poorly fitted or top-dose-only effect; inactive = no such curve, though single readings can be large or run the other way; tested in mouse RAW 264.7 cells; note: potency is the fitted concentration of half-maximal effect; % is set by controls: 0 for no effect and ±100 for the full control effect; nearly all actives have a fitted effect of over 55% in size
KCNH2 3.1 inh – blocks the human KCNH2 3.1 channel isoform; activity change, % (tested at about 1.8 µM); 340,000 tested, 0.95% active; U2OS KCNH2 3.1, thallium flux FluxOr; active compounds read low;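 active = maximum activity change below -70%; inconclusive = maximum activity change from -70% to -50%; inactive = maximum activity change above -50%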;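 note: thallium influx rate constant from kinetic fluorescence after stimulation buffer; % is set by controls: 0 for no effect and ±100 for the full control effect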
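Virally transduced U2OS (3.1 isoform, 4 h infection in dark at RT) → overnight 37 C → FluxOr + Red40 in HBSS/HEPES, 45 min → stimulation buffer, 2 min kinetic read → rate constant vs DMSO controls.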
ELG1 genotoxic – genotoxicity induction in ELG1-luciferase HEK293T cells | HEK293T ELG1-luciferase reporter, luminescence, 16 h | Potency, µM (top dose mostly 46 µM), inactives show at the highest dose activity change, positive = activation, actives largely listed as activators | 330,000 tested, 1.3% active | AID 504466; note: potency is the fitted concentration of half-maximal effect; % of control where 0% means no effect; nearly all actives have a fitted effect of over 60% in size
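ELG1-luciferase HEK293T cells, 2,000/well; compound pinned in; 16 hr, 37 °C, 5% CO2; ONE-Glo, 30 min RT; luminescence on CCD imager.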
FLuc modulator – counter-screen for miR-21 project: firefly luciferase inhibitors or activators; Potency, µM (highest dose often 57.5 µM), for inactives: top-dose activity change, negative = inhibition, most hits filed as inhibitors; purified FLuc, Km substrates, luminescence inhibition; AID 588342; P08659; 360,000 tested, 6.9% active;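 note: potency is the fitted concentration of half-maximal effect; plate controls were vehicle for no effect and reference inhibitor for full effect; nearly all actives have a fitted effect of over 55% in size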
Target sequence (P08659 whole entry, looked up): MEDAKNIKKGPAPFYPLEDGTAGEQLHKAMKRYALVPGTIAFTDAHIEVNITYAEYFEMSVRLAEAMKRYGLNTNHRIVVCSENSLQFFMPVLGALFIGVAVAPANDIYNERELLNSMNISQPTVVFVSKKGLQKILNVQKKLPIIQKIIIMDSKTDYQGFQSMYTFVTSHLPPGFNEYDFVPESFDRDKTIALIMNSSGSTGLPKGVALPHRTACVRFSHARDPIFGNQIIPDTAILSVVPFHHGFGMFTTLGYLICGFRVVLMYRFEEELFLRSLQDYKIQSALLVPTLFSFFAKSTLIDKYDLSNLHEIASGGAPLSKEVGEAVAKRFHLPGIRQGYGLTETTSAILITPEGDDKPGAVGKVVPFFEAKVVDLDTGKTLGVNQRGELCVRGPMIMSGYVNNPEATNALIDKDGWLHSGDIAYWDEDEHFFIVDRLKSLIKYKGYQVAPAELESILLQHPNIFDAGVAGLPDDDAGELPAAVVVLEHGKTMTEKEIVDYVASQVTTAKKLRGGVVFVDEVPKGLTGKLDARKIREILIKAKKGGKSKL
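Biochemical qHTS of compounds, final roughly 60 µM downward over six points, against 10 nM purified firefly luciferase using Km concentrations of substrates (10 uM D-luciferin, 10 uM ATP) in Tris acetate pH 7.5 buffer; luminescence output.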
Rab9 prom act – activators of Rab9 promoter; Huh7 Rab9 promoter-luciferase reporter, luminescence, 24 h; Potency, µM (highest dose often 9.22 µM), inactives show at the highest dose activation, negative = inhibition, hits mostly activators; 320,000 tested, 2.8% active; AID 485297; note: potency is the fitted concentration of half-maximal effect; % of control where 0% means no effect; nearly all actives have a fitted effect of over 60% in size
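Luminescence from Amplite-detected luciferase (10 minutes, ambient) reports Rab9 promoter activation. Before that, stable Rab9-luciferase Huh7 cells (1500/well, reduced-serum OP-MEM I plus 10% FBS) were exposed to compound for 24 hours at 37C.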
Starred values were filed as active, the others as inactive; ? = inconclusive; / = no result given; [ ] = remark or other dose. Unless noted, calls come from the whole dose curve; as a rule, active = well fitted curve in the direction sought with a large enough effect; inconclusive = small, poorly fitted or top-dose-only effect, or another doubt; inactive = no such curve, though single readings can be large; an effect the other way counts as inactive or inconclusive. The order is random; any-hit rate near 14%.

Compound | Giardia killer | FBPA coupling cs | Tb PFK inh | RORg inh | VP16 counter | NPC1 prom act | uPA surface inh | KCNH2 3.1 inh | ELG1 genotoxic | FLuc modulator | Rab9 prom act
COc1cccc(C(=O)OC(C)C(=O)Nc2ccc3c(c2)OCO3)c1 (stereo not given) | 13 | / | -9% | / | / | -4% | -25% | 5 | 0% | -3% | -10%
C#CC[N+](C)(C)CC#Cc1ccc(C)cc1 | -13 | 0 | 8% | 23% | 1% | -7% | ? | 7 | 2% | 5% | -9%
Cc1ccsc1C(=O)NNC(=O)c1ccncc1 | 8 | / | 0% | / | / | 8% | 5% | 4 | 4% | -15% | 0%
O=C(COC(=O)C1CC2C=CC1C2)NCCc1ccccc1 (stereo not given) | 6 | 3 | -6% | 2% | -4% | -2% | 0% | 11 | 4% | -15% | 13%
CCOc1ccc(C(C(=O)NC2CCCCC2)N(C(=O)c2csnn2)C2CC2)cc1 (stereo not given) | -4 | -1 | -16% | 23% | -3% | 1% | 2% | -1 | -2% | 3% | -2%
CC1(C)NC(=O)N(CC(=O)OCC(=O)Nc2sccc2C#N)C1=O | -27 | 0 | 3% | -14% | 3% | -1% | 2% | -1 | 1% | -11% | 5%
CC(=O)Nc1ccc(S(=O)(=O)NCCCN2CCOCC2)cc1 | -11 | 3 | 4% | 24% | 1% | -6% | -1% | -6 | 1% | 5% | -1%
Cc1ccc(S(=O)(=O)N2CCN(c3cc4c(cc3[N+](=O)[O-])n(C)c(=O)n4C)CC2)cc1 | 15 | 0 | -7% | 2% | -3% | 1% | 2% | -6 | -21% | 5% | -16%
Cc1ccc(S(=O)c2ccc(NC(=O)C3CC3)cc2C#N)cc1 (stereo not given) | -6 | 1 | 1% | 25% | ? | -23% | 2% | 4 | -10% | 1% | 24%
CC(=O)Nc1ccc(C(=O)N2CC(=O)NC(=O)C2)cc1 | 21 | -2 | 2% | 25% | -7% | 2% | 3% | 3 | 1% | 5% | -3%
Cc1c(NC(=O)C(C)OC(=O)COc2ccc(C#N)cc2)c(=O)n(-c2ccccc2)n1C (stereo not given) | -3 | / | -3% | / | / | -3% | 0% | 0 | 0% | 7% | -1%
COc1cc(OC)nc(NC(=O)CS(=O)(=O)c2ccccc2)n1 | -4 | 1 | -1% | 6% | 6% | -4% | 4% | -13 | -1% | -2% | 6%
CCCCn1c(N)c(N(CCOC)C(=O)COC(=O)c2cc(CCC)c(C)s2)c(=O)[nH]c1=O | -1 | / | 1% | / | / | 2% | -5% | -8 | -1% | 0% | -5%
O=C(Cn1c(=O)oc2ccccc21)Nc1ccc(F)cc1 | -6 | 1 | -1% | 4% | 0% | 3% | -1% | 17 | 3% | 0% | 0%
O=C(O)C1CCN(C(=O)NC2CCCCC2)CC1 | 10 | 2 | 0% | 4% | 1% | -3% | 10% | -42 | -6% | 0% | 2%
C/C(=N\NC(=S)Nc1ccccc1C)C1Cc2ccccc2C(=O)O1 (stereo not given) | 8 | 1 | -3% | 2.8µM* | ? | -2% | -3% | -9 | -8% | 0% | -8%
O=C(O)CCn1c(Cc2ccccc2)nc2ccccc21 | 0 | 1 | 0% | -27% | -6% | 2% | 2% | -9 | 0% | 8% | 0%
COc1ccccc1N(CC(=O)Nc1ccccc1C(F)(F)F)S(=O)(=O)c1cccs1 | -1 | / | -6% | / | / | / | 2% | 11 | 1% | / | /
Cc1cccc(N=Nc2c(C)nn(-c3ccccc3)c2N)c1C | 10 | -3 | -6% | 2.5µM* | ? | 24% | -2% | -20 | ? | 13µM* | ?
CC(Sc1ncnc2c1cnn2-c1ccccc1)C(=O)NCC1CCCO1 (stereo not given) | -18 | / | 0% | -15% | -4% | -5% | -6% | 14 | 2% | ? | -4%
CC/C(=N\NC(=O)c1ccc2c(c1)OCO2)c1ccccc1 | 3 | 0 | 3% | ? | 1% | ? | ? | 2 | ? | ? | ?
Cc1ccccc1-c1nnc(SCC(=O)NC2CCS(=O)(=O)C2)n1C (stereo not given) | -17 | / | 2% | / | / | / | 12% | 2 | 0% | / | /
Cc1nc2c(C(=O)N3CCCCC3)cnn2c(C)c1Cc1ccccc1F | -14 | -2 | -13% | -28% | -14% | 1.6µM* | / | 0 | ? | ? | 1.6µM*
O=C1N(c2ccccc2)C[C@@H]2C[C@@H](c3cc4ccccc4o3)N3CCC[C@@]123 | 13 | 4 | 1% | -90% | ? | -7% | -16% | -17 | 0% | -9% | 3%
O=C1[C@@H]2[C@@H]3C[C@@H]([C@H]4ON=C(c5ccc(Cl)cc5)[C@@H]34)[C@@H]2C(=O)N1c1ccc2c(c1)OCO2 | 10 | 0 | 12% | 23% | 1% | -1% | -3% | 6 | 0% | 5% | 8%
O=C(NNC(=O)[C@@H]1CCCC[C@@H]1C(=O)O)Nc1ccccc1 | -4 | 1 | 3% | 15% | 0% | -1% | 0% | -20 | 3% | 0% | -3%
Cn1c(CN2CCC(C(N)=O)CC2)c(C#N)c2ccccc21 | -12 | 0 | 1% | 10% | -11% | 0% | 4% | 13 | -1% | -1% | -2%
Cc1ccc(C)c(N(C(=O)c2snc(C(N)=O)c2N)C(C(=O)NCC2CCCO2)c2ccc(C)o2)c1 (stereo not given) | 10 | 0 | -12% | -2% | -2% | -3% | / | -5 | -16% | 0% | -5%
CCC(=O)Nc1nnc(-c2ccco2)o1 | -12 | 0 | -2% | ? | -14% | -3% | 7% | 16 | -1% | -1% | -5%
CC1(C)CC(OC(=O)c2ccccc2)CC(C)(C)N1 | -2 | 2 | 2% | ? | -6% | -5% | 1% | 3 | 1% | 5% | -1%
c1ccc(-c2nnc(N3CCOCC3)nc2-c2ccccc2)cc1 | -6 | -1 | 1% | ? | -3% | 0% | / | 0 | -1% | -1% | 4%
O=C(CCCCCCCC(=O)NNC(=O)Nc1ccccc1)NNC(=O)Nc1ccccc1 | 13 | 3 | -22% | 21%[10 µM] | -23% | -2% | -3% | -4 | ? | 5% | 1%
Cn1c(O)c(N=NC(=O)CNC(=O)c2cccnc2)c2ccccc21 | 26 | / | -5% | 3% | 1% | -4% | 6% | -31 | 2% | 0% | 0%
CC(C)N(C)S(=O)(=O)c1ccc(NC(=O)CSC(=S)N2CCCC2)cc1 | 19 | / | 0% | / | / | 0% | -1% | 3 | -3% | -2% | 1%
O=C(NCc1ccc(F)cc1)C1CCN(C(=O)NCc2ccccc2)CC1 | -9 | 4 | -1% | -22% | 3% | 0% | 0% | 0 | -2% | -1% | -3%
O=C(NNc1cccc(Cl)n1)c1ccc(Cl)cc1Cl | 3 | -1 | -5% | -12% | -6% | 24% | -2% | / | 15% | ? | 19%
NC(=O)c1ccsc1NC(=O)COC(=O)c1ccc(Cl)nc1 | -11 | / | -23% | / | / | 1% | 5% | 7 | -5% | -2% | 8%
CNC(C)c1ccc(S(N)(=O)=O)cc1 (stereo not given) | -30 | 1 | -1% | -3% | -1% | 0% | -8% | 5 | 0% | 0% | -2%
CCCCOCCCNC(=O)c1ccc(NC(C)=O)cc1 | -9 | -3 | 0% | 6% | 6% | 7% | 7% | 1 | 0% | -1% | -5%
Cc1cccc(N(CC(=O)Nc2ccc(CC#N)cc2)S(C)(=O)=O)c1 | -8 | 0 | -1% | ? | -2% | -4% | -3% | 1 | 0% | 8% | 0%
CC(=O)N1CCN(C(=O)COc2ccc(N(C)S(=O)(=O)c3cccs3)cc2)CC1 | 0 | 1 | -2% | 0% | 0% | -7% | -1% | -2 | 0% | -1% | 2%
Cc1cc2cc(CNC(=O)Nc3ccccc3)ccc2n1C | -12 | 3 | -2% | ? | -2% | -5% | 5% | 7 | 9% | -12% | -2%
Cc1ccc(S(=O)(=O)Nc2cc3c(cc2C#N)OCO3)cc1C(N)=O | 2 | 6 | 2% | -13% | -6% | 1% | 0% | 6 | 0% | -3% | 2%
Oc1ccc(C(c2nnnn2C2CCCC2)N2CCc3ccccc3C2)cc1 (stereo not given) | -6 | 3 | 3% | -14% | 1% | -2% | -3% | -4 | 2% | -3% | 0%
COc1ccc(-c2cc3c(=O)n(CC(=O)NCc4ccc(C)cc4)ncn3n2)cc1 | 16 | 0 | 1% | -16% | 6% | 3% | 15% | 2 | ? | -17% | 16%

Screening data deposited in PubChem by National Center for Advancing Translational Sciences (NCATS).
